PI5P4K alpha inh = blocks human PI5P4K alpha kinase activity; max response, %; 330,000 tested, 1.2% active; PI5P4Kalpha enzyme, ADP-Glo luminescence, 60 min; stronger effect = lower value; AID 652105; active = max response of -50% or lower; inconclusive = between -30% and -50%; inactive = -30% or higher; note: value at the top dose of about 77 µM; % is set by controls: 0 for no effect and ±100 for the full control effect
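Human PI5P4Kalpha with substrate in 0.038 M HEPES pH 7.4, 0.28 mM EGTA, 0.1% CHAPS, 5% DMSO; reaction started with 5 microM ATP (final), 60 min at room temperature. ADP formed read by ADP-Glo luminescence.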
PTHR1 agonist = agonists of human PTHR1 parathyroid hormone receptor; AID 743266; 410,000 tested, 0.075% active; Potency, µM (series often up to 115 µM), without a hit: at the highest dose activation, usual class: activators; Q03431; HEK293 GP2 PTHR1 cells, GloSensor cAMP luminescence, 1 h; note: potency is the fitted concentration of half-maximal effect; nearly all actives have a fitted effect of over 55% in size; some results filed as inactive show a strong effect at the top dose; inactives centre near -15; many of its hits are not listed in these tables
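HEK-293-derived GP2 cells expressing PTHR1 and a GloSensor cAMP reporter, 3,000/well, plated overnight, given luciferin plus IBMX (each 0.5 mM as added) for 1 h at 37 °C, then compound for 1 h at 37 °C. Luminescence was read after 15 min at room temperature.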
GLP1R ag = agonists of human GLP-1 receptor; P43220; HEK293 GLP-1R CRE-luciferase, luminescence, 4-6 h; cells express a hypersensitive GLP-1R form; Potency, µM (doses to about 45.6 µM), without a hit: at the highest dose activation, actives largely listed as activators; 380,000 tested, 0.007% active; note: potency is the fitted concentration of half-maximal effect; % of control where 0% means no effect
IL-2 act = IL-2 activation; IL-2 activation reporter assay, cell-based qHTS; stimulated with anti-CD3/CD4/CD28 beads; in transgenic mouse T cells; activation, % (series mostly up to about 46 µM); 360,000 tested, 0.065% active; AID 652025; in the data active = activation above about 50%; inconclusive = mostly about 30% to 49%; note: 0% is about no effect
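Using fluorescent plate cytometry, EGFP and DsRed are detected in transgenic mouse T cells stimulated 18 h at 37 degrees C with antibody-coated beads after 60 min compound pretreatment.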
EPAC1 antag = antagonists of human EPAC1; EPAC1 GEF assay, Rap1b-BODIPY-GDP exchange fluorescence; Potency, µM (series often up to 115 µM), inactives show at the highest dose activity change, negative = inhibition, usual class: inhibitors; 360,000 tested, 0.14% active; O95398;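 note: potency is the fitted concentration of half-maximal effect; plate controls were vehicle for no effect and positive control for full effect; nearly all actives have a fitted effect of over 50% in size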
Target sequence (O95398 whole entry, looked up): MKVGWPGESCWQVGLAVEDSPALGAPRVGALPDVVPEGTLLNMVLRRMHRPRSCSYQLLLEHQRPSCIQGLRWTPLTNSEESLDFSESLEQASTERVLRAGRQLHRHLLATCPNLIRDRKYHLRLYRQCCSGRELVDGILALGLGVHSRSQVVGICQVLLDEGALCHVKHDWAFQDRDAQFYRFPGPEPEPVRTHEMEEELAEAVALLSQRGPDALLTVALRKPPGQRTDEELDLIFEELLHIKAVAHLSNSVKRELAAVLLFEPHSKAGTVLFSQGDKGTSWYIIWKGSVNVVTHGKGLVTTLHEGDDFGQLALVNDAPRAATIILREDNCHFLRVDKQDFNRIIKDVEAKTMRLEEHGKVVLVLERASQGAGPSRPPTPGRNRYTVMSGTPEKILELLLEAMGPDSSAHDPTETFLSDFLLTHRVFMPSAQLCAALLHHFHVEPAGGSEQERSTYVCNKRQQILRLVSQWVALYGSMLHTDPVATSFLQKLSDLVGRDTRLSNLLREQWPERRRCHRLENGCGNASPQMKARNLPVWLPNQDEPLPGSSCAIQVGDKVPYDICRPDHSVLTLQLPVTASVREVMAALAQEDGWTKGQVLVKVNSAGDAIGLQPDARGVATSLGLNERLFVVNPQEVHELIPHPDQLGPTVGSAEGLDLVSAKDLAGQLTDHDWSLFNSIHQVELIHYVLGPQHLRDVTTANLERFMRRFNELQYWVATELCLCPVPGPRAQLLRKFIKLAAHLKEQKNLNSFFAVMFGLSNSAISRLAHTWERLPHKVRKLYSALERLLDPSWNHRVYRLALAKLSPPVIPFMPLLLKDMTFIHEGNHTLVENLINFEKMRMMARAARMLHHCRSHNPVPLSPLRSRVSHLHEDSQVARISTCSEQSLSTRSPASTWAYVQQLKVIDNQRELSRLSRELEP
GLP1R inv ag = acts as inverse agonist at human GLP-1 receptor. P43220. HEK293 GLP-1R CRE-luciferase, luminescence, 24 h; GLP-1R form is constitutively active. Potency, µM (series often up to 38.3 µM), for inactives: top-dose activity change, negative = inhibition, actives largely listed as inhibitors. 410,000 tested, 1.6% active; note: potency is the fitted concentration of half-maximal effect; % is set by controls: 0 for no effect and ±100 for the full control effect; nearly all actives have a fitted effect of over 55% in size
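Inverse agonists were sought by their lowering of basal cAMP reporter luciferase output in HEK293 cells stably carrying constitutively active human GLP-1R, after 24 h compound treatment.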
PLK1 PBD inh = PLK1 (human) polo-box domain binding inhibition. P53350. Plk1 PBD binding of FITC phosphopeptide, fluorescence polarization. Potency, µM, without a hit: max response, negative = inhibition, usual class: inhibitors. 360,000 tested, 2.8% active. AID 720504; note: potency is the fitted concentration of half-maximal effect; series mostly up to about 57 µM; % is set by controls: 0 for no effect and ±100 for the full control effect; nearly all actives have a fitted effect of over 65% in size
GLP1R cytotox = cytotoxic in the GLP-1 receptor inverse agonist counter-screen; HEK293 cAMP-luciferase reporter cells, luminescence, 24 h; Potency, µM (top dose mostly 38.3 µM), without a hit: at the highest dose activity change, negative = inhibition, actives largely listed as inhibitors; 410,000 tested, 0.13% active; AID 624418;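 note: loss of luciferase light is scored as toxicity; potency is the fitted concentration of half-maximal effect; % is set by controls: 0 for no effect and ±100 for the full control effect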
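Luminescence readout: signal drop marks cytotoxicity. Plated cells grew 12 h at 37 °C, 5% CO2, received 23 nL compound for 24 h, then got luciferase reagent, read after 12 min at RT.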
EPAC1 agonist = EPAC1 (human) agonism | 360,000 tested, 0.073% active | AID 720707 | Potency, µM (highest dose often 154 µM), for the others: top-dose activation, most hits filed as activators | EPAC1 agonist qHTS, biochemical assay; response scale: 100% = response to 6.5 mM cAMP; note: potency is the fitted concentration of half-maximal effect; nearly all actives have a fitted effect of over 60% in size
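Nucleotide exchange assay: 100 nM EPAC1 with 250 nM Rap1B loaded with BODIPY-GDP and 50 uM GDP, room temperature. Fluorescence (480/540 nm) read every 5 min for 30 min; signal change normalized to 6.5 mM cAMP as full agonist.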
Active calls of the source: *; i = inactive; ? = inconclusive; / = no result given; [ ] = another dose, or the depositor's remark. Unless noted, calls come from the whole dose curve; as a rule, active = well fitted curve in the direction sought with a large enough effect; inconclusive = small, poorly fitted or top-dose-only effect, or another doubt; inactive = no such curve, though single readings can be large; an effect the other way counts as inactive or inconclusive. This is a subset; count on the stated rates, not on these rows.

SMILES | PI5P4K alpha inh | PTHR1 agonist | GLP1R ag | IL-2 act | EPAC1 antag | GLP1R inv ag | PLK1 PBD inh | GLP1R cytotox | EPAC1 agonist
Cc1ccc(C)c(N2C(=O)N(Cc3cc(=O)n4ccccc4n3)c3ccccc3S2(=O)=O)c1 | / | -40%[inhibitor] | 1% | / | / | -29% | / | -15% | /
CCn1cc(C(C)(C)C)c(C#N)c1NC(C)=O | 1 | i | 4% | -1.0 | 11% | 1% | -6% | 2% | -11%
OC(c1ccc(F)c(F)c1)c1ncc(-c2cccc(C(F)(F)F)c2)[nH]1 (configuration not stated) | 3 | i | 13% | -0.2 | -25% | ? | 0% | -27% | -21%
Cc1ccc2cc(CCl)c(Cl)nc2c1 | -79* | i | 9% | -2.6 | -8% | 25% | -18% | -6% | 0%
O=C(NC1CCS(=O)(=O)C1)/C(=C/c1ccc(Cl)cc1)NC(=O)c1ccccc1 (configuration not stated) | -5 | i | -13% | 1.6 | 21% | 11% | -6% | -5% | 12%
Cc1cc(C)c2sc(NC(=O)CN3C(=O)CCC3=O)nc2c1 | 4 | 10% | -2% | -1.7 | 20% | -4% | -5% | 1% | -9%
Cc1ccc(N2CCN(S(=O)(=O)c3ccc4oc(=O)ccc4c3)CC2)cc1Cl | -10 | i | 2% | -0.1 | -2% | 1% | -7% | -9% | 6%
COCCNC(=O)CSc1nc2ccccc2c(=O)n1CCC(=O)N1CCN(c2ccccc2)CC1 | -4 | i | 1% | -1.9 | -11% | 7% | -10% | -4% | 7%
CCOC(=O)c1sc(-c2cccc([N+](=O)[O-])c2)cc1N | -9 | -2% | 20% | 0.0 | -17% | -2% | -17% | -5% | 8%
CC(=O)c1ccc(S(=O)(=O)N2CCN(c3nn(C)c(=O)n(C)c3=O)CC2)cc1 | -9 | -32%[inhibitor] | -1% | 0.0 | 3% | 18% | -8% | 13% | 6%
CCCCN(C)CC(O)Cn1cc(/C=C/C(=O)c2ccc(Br)cc2)c2ccccc21 (configuration not stated) | / | 0% | 18% | / | / | -22% | / | 27% | /
Cc1ccc(C(=O)Nc2cc3c(cc2N2CCCCC2)n(C)c(=O)n3C)cc1 | 0 | i | -5% | 2.2 | 12% | 6% | -16% | -9% | -8%
CCc1nnc2n1N=C(c1cccc([N+](=O)[O-])c1)CS2 | -1 | 20% | -1% | 0.5 | -28% | 21% | -5% | 6% | 6%
O=C(CC1Oc2ccccc2NC1=O)NCCc1ccccc1 (configuration not stated) | 3 | i | 14% | -0.3 | -7% | 8% | ? | 8% | -2%
Cn1cc(CCC(=O)N2CCCC(Nc3ccc(F)cc3)C2)cn1 (configuration not stated) | 1 | i | 1% | 2.1 | ? | 12% | 2% | -1% | 0%
CC(C)NC(=S)N/N=C/c1cc(Br)ccc1O | -18 | -34% | 14% | -0.1 | -6% | ? | ? | 142%[activator] | 7%
O=C(NCCc1ccccc1)c1cccc(Br)c1 | 0 | i | 2% | -4.4 | 2% | ? | 2% | -3% | -1%
CC1(CCC(=O)O)C(=O)CCC2C1CCC1(C)C2CCC1(C)O (configuration not stated) | -9 | 25% | 1% | -2.9 | 11% | 5% | 0% | -2% | 1%
C[C@@H]1CN([C@@H](C)CO)C(=O)c2cc(-c3cccnc3)cnc2O[C@H]1CN(C)C(=O)c1cccc(F)c1 | -2 | 6% | 3% | -2.1 | 8% | 19% | -2% | 1% | 5%
C=C1N(c2cccc(Cl)c2)C(=O)OC1(C)C | 1 | i | 13% | 1.1 | 1% | 1% | -5% | 4% | -4%

Some entries already given with just IL-2 act, GLP1R cytotox and GLP1R ag:
mol,IL-2 act,GLP1R cytotox,GLP1R ag
Cn1cc(CCC(=O)N2CCCC(Nc3ccc(F)cc3)C2)cn1 (configuration not stated),2.1,-1%,1%
CC(C)NC(=S)N/N=C/c1cc(Br)ccc1O,-0.1,142%[activator],14%

Next part
SMILES | PI5P4K alpha inh | PTHR1 agonist | GLP1R ag | IL-2 act | EPAC1 antag | GLP1R inv ag | PLK1 PBD inh | GLP1R cytotox | EPAC1 agonist
CS(=O)(=O)N(CCc1ccccc1)CC(=O)NCc1ccc2c(c1)OCO2 | -1 | i | -1% | -0.4 | -1% | -7% | 1% | -3% | -11%
COc1ccc(Br)c(Cn2c(C)c(C(=O)N(C)Cc3ccc(F)cc3)sc2=O)c1 | 13 | -19% | 7% | 1.3 | -13% | ? | 1% | -6% | -2%
O=C(O)CC(NC(=O)c1ccccc1NC(=O)c1ccccc1)C(=O)O (configuration not stated) | -2 | -20%[57.5 µM] | -3% | 1.9 | -15% | 11% | -5% | 3% | 7%
O=C(Nc1ccn(CCCNCCCN2CCCC2=O)c(=O)n1)OCc1ccccc1 | 3 | -6% | 0% | 0.0 | -17% | 10% | -11% | -6% | -17%
COc1cccc(C(=O)NCC[N+](C)(C)C)c1 | -2 | 5% | 1% | -0.6 | -1% | 15% | -1% | -16% | -12%
Cc1ccc(C(=O)c2cc([N+](=O)[O-])ccc2N2CCOCC2)cc1 | -6 | -17% | 0% | -5.8 | -1% | -78% | -5% | -44% | 1%
Cc1cc(Br)cc(C)c1OCCCCN(C)C | / | -25% | -5% | 1.2 | 2% | ? | 0% | 3% | 3%
COc1ccc(Br)cc1CN1CCN(C(=O)c2cccc(OC)c2OC)CC1 | / | -2%[57.5 µM] | 0% | -0.7 | 0% | 0% | -2% | 9% | 7%
CN1CCC(=NNC(=O)C(=O)Nc2ccccc2)CC1 | / | i | -7% | -1.2 | -1% | 4% | -2% | -22% | -3%
CCn1c(C)cc(C(=O)CSc2nnc(C3CC3)n2C2CC2)c1C | 0 | i | -8% | 0.2 | 3% | 13% | -5% | -5% | 13%
CCOc1cc(/C=N/NC(=O)c2cccnc2)ccc1OCC(N)=O | -7 | -22% | 1% | -0.7 | -1% | 11% | -14% | 0% | 4%
CCCN1CCN(CC2=C(C(=O)OCC)C(c3cccc(OC)c3OC)NC(=O)N2)CC1 (configuration not stated) | / | i | 0% | / | / | 3% | / | -12% | /
Cc1nc2ccc(C(=O)OCC(=O)N(C)c3ccccc3)cc2nc1C | 3 | -20% | 2% | 1.4 | 11% | 8% | -9% | 6% | 3%
Cc1ccc(S(=O)(=O)n2c(=O)oc3ccccc32)cc1 | -5 | i | 12% | -0.6 | 8% | 12% | -8% | -10% | -7%
CCOC(=O)C(=O)N(Nc1ccc(C)cc1)c1ccc(C)cc1 | 2 | -15% | 33% | 0.1 | -16% | ? | -13% | -1% | 8%
O=c1nc(NO)ccn1C1CCCO1 (configuration not stated) | 0 | i | -6% | -4.1 | -10% | 0% | 3% | -16% | -10%
Cn1ccc2c(N3CCOCC3)cc3c(c21)C1CCC3O1 (configuration not stated) | -3 | i | -1% | 0.1 | -5% | 3% | -12% | -9% | 11%
COC(=O)c1cc(NC(=O)CN2C(=O)CSC2=O)ccc1Cl | -1 | -3%[57.5 µM] | 3% | 0.2 | 1% | 16% | -7% | -6% | 1%
O=C(CSc1ncc(CO)n1Cc1ccc(Cl)cc1)NCc1ccc(F)cc1 | / | -12% | 8% | / | / | -15% | / | 5% | /
Cc1ccc(S(=O)(=O)Cc2csc(N)n2)cc1 | 0 | i | -8% | -2.0 | 8% | 2% | -2% | -20% | 0%
COc1ccc(S(=O)(=O)N2CCOCC2)cc1NC(=O)Cc1c(Cl)cccc1Cl | 0 | i | 18% | -0.1 | -2% | 15% | 3% | -2% | -13%
COc1cccc(CNC(=O)[C@@H]2CCCN2C(=O)[C@@H]2CCCN2C(=O)c2cccs2)c1 | -1 | -16% | -5% | -0.1 | -21% | 7% | 2% | -11% | 0%
CC1=CC(C)(C)N(S(=O)(=O)c2ccc(C)cc2)c2cc(C)ccc21 | / | ? | 7% | -2.4 | -8% | 28% | 1% | ? | 0%
Cc1ccc([C@H]2C(C(=O)O)=CC[C@@H](c3cccc(C)c3)N2S(=O)(=O)c2ccc(C)cc2)cc1 | 6 | i | 0% | -0.2 | -6% | 10% | -18% | 3% | -6%
Cc1c2cn[nH]c(=O)c2c(C)n1-c1ccccc1 | 0 | i | 14% | -0.2 | -3% | 55%[activator] | 3% | -16% | -4%
CCn1nnnc1SCC(=O)Nc1ccc(F)cc1 | -1 | -35%[inhibitor] | 6% | 0.0 | 10% | 17% | -14% | -2% | 8%
Cc1nc([N+](=O)[O-])cn1Cc1cccc2ccccc12 | -1 | -10% | -5% | 1.0 | 6% | -13% | 5% | 3% | 10%
COC(=O)[C@H](CCSC)NS(=O)(=O)c1ccccc1Br | 1 | i | 8% | -0.1 | -4% | 3% | -6% | 7% | -17%
CCOC(=O)C1CCN(C(=O)CN(c2ccc3c(c2)OCCO3)S(C)(=O)=O)CC1 | / | i | -1% | -0.1 | 0% | 4% | -3% | -32% | 0%
CN(C(=O)c1cccc(NC(=O)Cc2ccc(NC(=O)C3CCN(C(=O)C4CCCCC4)CC3)cc2)c1)C1CCC1 | -3 | i | -1% | -0.1 | -4% | 19% | -19% | 0% | -2%
O=[N+]([O-])c1ccc(/C=C2\CCC(C3=CCCC3)=C2N2CCOCC2)cc1 | -13 | i | -2% | -4.3 | -14% | 5% | -19% | -7% | -1%
Cc1ccc([N+](=O)[O-])c(-c2n[nH]c(=S)n2-c2cccc(Cl)c2)c1 | -3 | -6% | -9% | 0.1 | -12% | 7% | -18% | -18% | -6%
CC(C)(C)SCCNC(=O)CN(c1ccc(F)cc1)S(C)(=O)=O | / | -4%[57.5 µM] | -10% | 0.0 | 9% | -6% | -7% | 5% | 2%
COc1cc2sc3ccc(-c4ccc(CN5CCOCC5)cc4)cc3c(=O)c2cc1OC | 2 | -47%[inhibitor] | 7% | -0.1 | -1% | 17% | 5% | -30% | 8%
COc1ccc(NCC(=O)Nc2c(C)cccc2C)cc1S(=O)(=O)N1CCOCC1 | -18 | i | -4% | 1.9 | 1% | 15% | -10% | 2% | -4%
CN1CCN(c2nc(-c3ccco3)cc(C(F)(F)F)n2)CC1 | / | -18%[57.5 µM] | 11% | -0.2 | -14% | 0% | -11% | 13% | 5%

Compound activity as filed in PubChem.
